APEX1 inh – qHTS Assay for Inhibitors of the Human Apurinic/apyrimidinic Endonuclease 1 (APE1); DNA repair nuclease/redox regulator APEX1 (Homo sapiens), P27695; recombinant APE1, TAMRA/BHQ-2 abasic DNA cleavage fluorescence; Potency, µM (top dose mostly 65.8 µM), for inactives: at the highest dose activity change, negative = inhibition, usual class: inhibitors; actives 0.35% (n = 350,000); AID 2517, 2012;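 further: potency means the concentration at half of the fitted maximal effect; plate controls were vehicle for no effect and reference inhibitor for full effect; nearly all actives have a fitted effect of over 55% in size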
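APE1 at 0.75 nM final was preincubated with compound 15 min at room temperature, then 50 nM double-stranded THF abasic-site substrate (5'-TAMRA/3'-BHQ-2) was added. Fluorescence (ex 525/em 598 nm) was read kinetically; third-minus-first read gave activity.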
12-LOX inh – Primary qHTS assay for inhibitors of human arachidonate 12S-lipoxygenase (ALOX12): Round 2; Polyunsaturated fatty acid lipoxygenase ALOX12 (Homo sapiens), P18054; purified 12hLO, xylenol orange hydroperoxide absorbance; Potency, µM (series often up to 108 µM), without a hit: at the top dose activity change, negative = inhibition, hits mostly inhibitors; actives 1.1% (n = 580,000); AID 1671190, 2021; further: potency means the concentration at half of the fitted maximal effect; on the % scale 0 is the no-effect control and ±100 the full control effect
Target sequence (P18054 whole entry, looked up): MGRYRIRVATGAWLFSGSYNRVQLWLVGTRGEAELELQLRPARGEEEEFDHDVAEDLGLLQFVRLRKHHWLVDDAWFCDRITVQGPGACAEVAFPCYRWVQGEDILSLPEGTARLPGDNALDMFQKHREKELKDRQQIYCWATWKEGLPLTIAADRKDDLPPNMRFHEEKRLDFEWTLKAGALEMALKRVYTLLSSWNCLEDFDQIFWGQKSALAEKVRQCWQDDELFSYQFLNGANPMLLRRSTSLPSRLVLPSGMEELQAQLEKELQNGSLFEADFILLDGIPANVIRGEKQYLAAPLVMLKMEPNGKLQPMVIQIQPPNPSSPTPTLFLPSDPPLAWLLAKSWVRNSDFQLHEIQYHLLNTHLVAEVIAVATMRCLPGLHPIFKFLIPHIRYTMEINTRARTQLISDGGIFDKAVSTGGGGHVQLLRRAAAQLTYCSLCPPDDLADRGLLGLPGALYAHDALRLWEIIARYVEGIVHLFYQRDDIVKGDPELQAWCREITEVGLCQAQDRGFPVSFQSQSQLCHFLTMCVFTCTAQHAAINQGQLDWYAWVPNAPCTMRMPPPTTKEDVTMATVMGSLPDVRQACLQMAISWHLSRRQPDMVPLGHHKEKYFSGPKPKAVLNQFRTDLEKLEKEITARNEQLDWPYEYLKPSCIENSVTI
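Purified human 12hLO (150 nM final) in 25 mM Hepes, 0.01% Triton X-100, pH 7.0 was preincubated 15 min at room temperature with compound. Then 40 uM arachidonic acid was added, 30 min. Hydroperoxide was read by Fe-XO absorbance ratio 573/405 nm.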
POLH inh – qHTS for Inhibitors of Polymerase Eta; DNA polymerase eta (Homo sapiens), Q9Y253; actives 1.2% (n = 390,000); Potency, µM (series often up to 114 µM), inactives show at the highest dose activity change, negative = inhibition, most hits filed as inhibitors; recombinant Pol eta, fluorescent DNA replication assay; further: potency means the concentration at half of the fitted maximal effect; on the % scale 0 is the no-effect control and ±100 the full control effect
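Pol eta (10 nM) was preincubated with compounds for 15 min at room temperature, after which fluorescent replication substrate (50 nM final) was added to start the reaction. Fluorescence was read kinetically at 0 and 10 min.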
Pol beta inh – qHTS Assay for Inhibitors of DNA Polymerase Beta. P06746. Pol beta primer extension/strand displacement, fluorescence kinetic. Potency, µM (titrated, usually from 114 µM), for inactives: at the highest dose activity change, negative = inhibition, actives largely listed as inhibitors. actives 1.3% (n = 340,000). AID 485314, 2010; further: potency means the concentration at half of the fitted maximal effect; on the % scale 0 is the no-effect control and ±100 the full control effect
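Curves were derived by four-parameter Hill fits of normalized qHTS data. The kinetic fluorescent primer-extension read was taken at 0 and 10 min after 50 nM substrate, following a 15 min room-temperature preincubation of 10 nM enzyme with compounds.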
RGS4 inh – Inhibitors of Regulator of G Protein Signaling (RGS) 4: qHTS; Regulator of G-protein signaling 4 (Homo sapiens), P49798; Transcreener GDP fluorescence polarization, RGS4-accelerated GTP hydrolysis; Potency, µM (titrated, usually from 114 µM), without a hit: at the highest dose activity change, negative = inhibition, actives largely listed as inhibitors; actives 0.039% (n = 390,000); AID 504845, 2011; further: potency means the concentration at half of the fitted maximal effect; on the % scale 0 is the no-effect control and ±100 the full control effect; nearly all actives have a fitted effect of over 75% in size; some results filed as inactive show a strong effect at the top dose
Target sequence (P49798 whole entry, looked up): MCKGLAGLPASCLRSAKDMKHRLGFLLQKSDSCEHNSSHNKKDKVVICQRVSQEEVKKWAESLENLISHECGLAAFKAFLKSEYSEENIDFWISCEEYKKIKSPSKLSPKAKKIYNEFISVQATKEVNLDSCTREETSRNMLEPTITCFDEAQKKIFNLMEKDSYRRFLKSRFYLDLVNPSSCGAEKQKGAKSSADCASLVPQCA
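MLSMR compounds (23 nl, pin-transferred) preincubated 10 min at room temperature with a 500nM (2x) first reagent, then RGS4 at 900nM (2x) plus Transcreener GDP mix added; fluorescence polarization (620/688 nm) read before and after 90 min at 30 °C.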
Pol kappa inh – qHTS for Inhibitors of Polymerase Kappa. Potency, µM (series often up to 107 µM), without a hit: at the top dose activity, negative = inhibition, actives largely listed as inhibitors. purified Pol kappa, fluorescent DNA synthesis assay, 10 min. actives 0.53% (n = 400,000); further: potency means the concentration at half of the fitted maximal effect; on the % scale 0 is the no-effect control and ±100 the full control effect
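10 nM Pol kappa was preincubated with compounds for 15 min at room temperature. Reaction started with 50 nM (final) substrate. Fluorescence read kinetically at 0 and 10 min.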
LDHA inh – qHTS assay for inhibitors of human lactate dehydrogenase | purified LDHA, NADH/diaphorase-resazurin fluorescence; stronger effect = lower value | activity change, % (values are at about 110 or 230 µM) | actives 0.15% (n = 480,000); in the data active means activity change below about -30%; inconclusive means mostly about -25% to -30%;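 further: plate controls were DMSO wells for no effect and wells without enzyme for full effect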
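Remaining NADH was detected by diaphorase (0.133 mg/mL) converting 37 µM resazurin to fluorescent resorufin, read at 0 and 20 minutes. The preceding 5-minute room-temperature reaction used 2 nM LDHA, 0.2 mM sodium pyruvate and 0.06 mM NADH at pH 7.4.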
Anesthetic bind – qHTS Assay for Identification of Novel General Anesthetics | apoferritin/1-aminoanthracene competitive binding, fluorescence | Potency, µM (titrated, usually from 77.5 µM), without a hit: at the top dose activity change, negative = displacement, usual class: inhibitors | actives 0.074% (n = 350,000); further: potency means the concentration at half of the fitted maximal effect; on the % scale 0 is the no-effect control and ±100 the full control effect; nearly all actives have a fitted effect of over 20% in size
Target sequence (P02791 2-175 limits assumed): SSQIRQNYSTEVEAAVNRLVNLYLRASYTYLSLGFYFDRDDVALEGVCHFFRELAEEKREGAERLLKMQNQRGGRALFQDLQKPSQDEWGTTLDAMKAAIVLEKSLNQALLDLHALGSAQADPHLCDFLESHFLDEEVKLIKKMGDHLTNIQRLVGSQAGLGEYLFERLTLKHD
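Horse-spleen apoferritin (10 uM) was mixed with 50% saturated 1-aminoanthracene in PBS, exposed to compounds for 10 min at room temperature, and read for fluorescence (ex 380 nm, em 535 nm). Competitive displacement was fitted with a four-parameter Hill equation.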
ERG Ets-DNA blk – qHTS for Small Molecule Inhibitors of the ERG Ets/DNA interaction | Transcriptional regulator ERG (Homo sapiens), P11308 | fluorescence polarization, His-ERG Ets domain / labelled DNA | Potency, µM (series often up to 76.9 µM), for the others: at the top dose FP activity, negative = inhibition, hits mostly inhibitors | actives 0.028% (n = 370,000) | AID 624246, 2012; active means well fitted inhibition curve with a large enough effect in the polarisation, with a control signal flat; inconclusive means small, poorly fitted or top-dose-only effect, or effect the other way, or a change in a side signal; inactive means no such curve, though single readings can be large or run the other way; the % refers to the polarisation;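 further: polarization taken with two DNA probes labelled with fluorescein and Texas red; potency means the concentration at half of the fitted maximal effect; % of control where 0% means no effect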
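His-tagged ERG Ets domain (1 uM in the protein solution; 300mM KCl, 50mM Tris-HCl, 1mM EDTA, 1mM DTT, pH 7.5) received compound, then a probe mix of 5 nM fluorescein-DNA and 100nM Texas-615-DNA. Fluorescence polarization was read for both dyes.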
* = called active by the depositor; ? = inconclusive; · = no result given; [ ] = another dose, or the depositor's remark. Unless noted, the call rests on the fitted dose curve; in most records, active means well fitted curve in the direction sought with a large enough effect; inconclusive means small, poorly fitted or top-dose-only effect, or another doubt; inactive means no such curve, though single readings can be large; an effect the other way counts as inactive or inconclusive. Some of the compounds tested; rates above refer to the full screens.

Molecule | APEX1 inh | 12-LOX inh | POLH inh | Pol beta inh | RGS4 inh | Pol kappa inh | LDHA inh | Anesthetic bind | ERG Ets-DNA blk
c1ccc(-c2cn(C[C@H]3CC[C@H](Cn4cc(-c5ccccn5)nn4)O3)nn2)nc1 | 0% | -9% | -14% | 51% | -7% | 4% | 3 | -5% | -6%
CCOC(=O)C1CCN(c2cc3c(cc2NC(=O)c2ccccc2Br)n(C)c(=O)n3C)CC1 | -14% | 0% | -2% | 32% | 11% | -19% | 2 | 11% | -2%
Cc1cc(C(=O)OCC(=O)Nc2ccccc2Br)c(C)o1 | 2% | 7% | -15% | · | 5% | 2% | -8 | · | 12%
CCC1CCCCN1S(=O)(=O)c1ccc(C(=O)N(CCCN(C)C)c2nc3cc4c(cc3s2)OCO4)cc1 (centres undefined) | 2% | ? | -10% | ? | 22% | -11% | 0 | 56µM* | -7%
COc1ccc(OC)c(NC(=O)CCNS(=O)(=O)c2cc(Br)cnc2N)c1 | 4% | -27% | -12% | 19% | -8% | 3% | 0 | -10% | 18%
Cc1ccc(-n2ncc3c(NCCc4ccccc4)ncnc32)cc1Cl | · | ? | -16% | -2% | 26% | -9%[60.1 µM] | -3 | -4% | -1%
COc1ccc(Cl)cc1Nc1ncnc2c1c(-c1ccccc1)cn2-c1ccccc1 | · | -7% | -3% | 2% | 7% | -17%[60.1 µM] | -3 | 43%[activator] | 2%
Cc1ccc2oc(=O)c3cnn(CC(=O)N(CCCN4CCOCC4)Cc4ccco4)c3c2c1 | 3% | 40%[activator] | -4% | 23% | 11% | -17% | -8 | 8% | 0%
NS(=O)(=O)c1ccc(CCNC(=O)C2CCN(C(=O)Nc3ccccc3)CC2)cc1 | 25% | ? | -6% | · | 41% | -11% | -3 | · | 11%
COC(=O)c1ccc(N2CCCCC2)c(N)c1 | 9% | 8% | -17% | 7% | -2% | 3% | 0 | -18% | -5%
CN1C(=O)c2ccccc2C(C(=O)NCc2ccco2)C1c1c[nH]c2ccccc12 (centres undefined) | 1% | ? | -5% | 25% | ? | -5% | -4 | -5% | 7%
CCCC(=O)Nc1ccc(NC(=O)c2cccc(OC)c2)nc1 | -6% | -20% | 0% | 0% | -9% | -4% | -3 | -10% | 8%
Cc1ccccc1OC(=O)c1nc(SCc2ccccc2F)ncc1Cl | · | -25% | -21% | 2% | 14% | -16% | 0 | 83%[activator] | 10%
O=C(N1CCN(c2ccccn2)CC1)C(Cl)(Cl)Cl | 5% | -9% | -25% | 48% | 9% | -13% | 0 | -20% | -4%
Cc1ccccc1C(=O)NC(C(=O)Nc1nc2c(s1)CCCC2)C(C)C (centres undefined) | 3% | -23% | -12% | 1% | -18% | 1% | -2 | -9% | -9%
Cc1ccc(NS(=O)(=O)c2cccc(C(=O)N3CCCCCC3)c2)cc1 | 27% | -20% | -12% | · | -7% | -12% | -3 | · | -6%
COc1cccc(C2=NOC(C(=O)Nc3ccc4c(c3)OCO4)C2)c1OC (centres undefined) | 24% | 10% | -18% | 17% | -19% | -1% | 0 | 6% | 1%
C=CCSc1nc2ccccc2n1Cc1nnc(-c2cccs2)o1 | 1% | 0% | -11% | 3% | 0% | -2% | -6 | -23% | -3%
Nc1c(Cl)ncnc1N/N=C/c1ccncc1 | ? | ? | 0% | 6% | -5% | -6% | 5 | 2% | 3%
Cc1ccc(NC(=O)C2C3C=CC4(O3)C2C(=O)N(CCN2CCOCC2)C4C(=O)NC2CCCCC2)cc1C (centres undefined) | 20% | 6% | 0% | 3% | 5% | -22% | -3 | -10% | -3%
COc1cc(OC)cc(C(=O)NNC(=O)CCc2nc3ccccc3c(=O)[nH]2)c1 | 11% | -25% | -9% | · | 4% | -17% | -3 | · | -5%
CN(c1ccccc1)S(=O)(=O)c1cccc(C(=O)NCc2ccccc2)c1 | 12% | 166%[activator] | -22% | · | 7% | 4% | 0 | · | 6%
COc1ccc(C(=O)N2CCN=C2c2ccccc2)cc1OC | 0% | 2% | 13% | -14% | -7% | -2% | -4 | -9% | -6%
Cn1c(C(=O)N(Cc2ccccc2)Cc2cccs2)cc2sccc21 | -6% | -1% | 2% | 5% | -5% | -17% | -7 | 38%[activator] | 0%
CCCCOC(=O)Nc1ccc(S(=O)(=O)Nc2nccs2)cc1 | -1% | 0% | -11% | 26% | 11% | -3% | -3 | -1% | -3%
COc1ccc(C/C(C)=N/NC(=O)c2ccncc2)cc1 | -2% | -2% | -16% | 21% | 11% | -6% | -5 | 0% | -2%
CC1=CN2C(=N)/C(=C/c3ccc(C)o3)C(=O)N=C2S1 | 7% | ? | -7% | 32% | 18% | -17% | -3 | -4% | 2%
O=C1CN(C(=O)COC(=O)CCS(=O)(=O)c2ccccc2)c2ccccc2N1 | 18% | 1% | -3% | · | -5% | 0% | 1 | · | -5%
COc1ccc(NC(=O)Nc2nnc(C(C)C)s2)cc1 | 8% | 14% | -3% | 87% | 12% | -1% | 4 | -23% | 0%
Cc1ccc(S(=O)(=O)N2CCN(CC(=O)NC3CCCc4ccccc43)CC2)c(C)c1 (centres undefined) | -1% | ? | -16% | -16% | -1% | -1% | -6 | -7% | -1%
COc1cccc(CN2CC(C(=O)NCCc3ccc(C)s3)CCC2=O)c1 (centres undefined) | -1% | 10% | -14% | 43% | -9% | -7% | -8 | -6% | 8%
CN(C)c1ccc2nsnc2c1[N+](=O)[O-] | 3% | 0% | -4% | 3% | -1% | 0% | -2 | -7% | 1%
Cc1cc(C)c(C(=O)COC(=O)C2CC3CCCC(C2)C3=O)c(C)c1 (centres undefined) | 3% | 1% | -3% | · | -50% | -15% | 1 | · | 6%
Cc1nnc(SCC(=O)NC2CCCC2)n1CCc1ccccc1 | 31% | -6% | -23% | 36% | -1% | -7% | 2 | -9% | 11%
O=C1CC[C@@H]2CC3(C[C@@H]4CCN1[C@H]24)Nc1cc(Cl)ccc1NC3=NC1CCCCC1 (some centres undefined) | · | 2% | -8% | · | -1% | 11% | 14 | · | 6%
O=C(CSc1nnc(-c2ccccc2Br)o1)N1CCOCC1 | -8% | 6% | 7% | 25% | 27% | -5% | -6 | 5% | -12%
O=C(CSc1nc(C2CC2)nc2ccccc12)Nc1ccccc1N1CCOCC1 | -3% | 10% | 3% | 14% | -2% | -10% | -3 | ? | 8%
CN(C)c1ccc(/C=N/NC(=O)c2cc(=O)[nH]c3ccccc23)cc1 | 14% | 2% | -17% | 31%[activator] | -19% | -6% | -4 | 8% | 20%
O=C(CSc1nnc(NC(=O)c2c(F)cccc2F)s1)NCc1ccc(F)cc1 | -10% | -25% | -3% | · | 13% | -10% | -6 | · | -5%
CCOC(=O)c1oc2cc(O)cc(C)c2c1C | · | -13% | -23% | · | -19% | -20% | -9 | · | ·
C[C@H]1C=C(C(=O)NCc2nc3ccccc3[nH]2)O[C@@H](OCc2ccc(CO)cc2)C1 | 1% | 8% | -5% | -13% | 18% | -10% | -18 | -6% | -9%
O=C(CC(C(=O)O)N1CCOCC1)Nc1ccc(Cl)cc1 (centres undefined) | 10% | -9% | -13% | 7% | -11% | -11% | -7 | 7% | -7%
CC(C)Cc1ccc(CN2CCCC(NC(=O)c3ccnn3C)C2)cc1 (centres undefined) | 6% | 1% | -24% | 1% | -6% | -11% | -1 | -19% | 9%
COc1ccc(/C=C(/C#N)c2nc(-c3ccc(-c4ccccc4)cc3)cs2)cc1 | · | -25% | -16% | 0% | 4% | 0% | -12 | -3% | 2%
COc1ccccc1NC(=O)C(C)OC(=O)CC1CCCCC1 (centres undefined) | -5% | -23% | -7% | · | -3% | -1% | -9 | · | 1%
Nc1c(C(=O)NC2CCCC2)c2nc3ccccc3nc2n1/N=C/c1cccnc1 | · | -5% | -15% | · | 1% | -11% | -6 | · | 5%
COc1ccc(S(=O)(=O)NCC2CCCN(C(=O)C=C(C)C)C2)cc1 (centres undefined) | 5% | -15% | -8% | ? | -12% | -11% | -3 | -8% | -8%
NC(=S)NNc1cc(Cl)cc(Cl)c1 | -1% | ? | -11% | 7% | ? | -3% | 18 | -13% | 1%
NC(=S)NN=C1CCCCCCCC1 | · | ? | -18% | · | ? | 4% | -2 | · | ·
COc1ccc(C(C)C)cc1S(=O)(=O)NCCc1c(C)[nH]c2c(Cl)cccc12 | · | ? | · | -26% | 13% | -13% | -2 | 80%[activator] | 8%
CCN(CC)CCCNC(=O)CSc1nc(C)cc(C)n1 | 1% | -2% | -11% | 28% | 11% | -9% | -12 | -6% | 7%
O=C1Nc2ccccc2C1Cc1ccc(Br)cc1 (centres undefined) | · | -18% | -13% | 10% | 17% | 0% | -8 | -6% | -5%
